Screening results (PubChem BioAssay)
hIAP block = human IAP inhibitors, primary screen, biochemical, luminescence, uHTS; AID 2544, 2010; Intestinal-type alkaline phosphatase (Homo sapiens), P09923; inhibition, % at 10 µM; hit rate 0.12% among 330,000; purified IAP, CDP-Star luminescence, 30 min;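 active = inhibition reaching a set limit with compound at 10 µM in the primary screen, cut at about 35% in these data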;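 note: plate controls were DMSO wells with enzyme for no effect and no-enzyme buffer wells for full effect; values of inactives mirror those of a sister screen read the other way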
A3A deaminase = APOBEC3A ssDNA deaminase inhibitors, primary screen, selectivity assay for APOBEC3G inhibitor project, biochemical, FAM/TAMRA oligo cleavage fluorescence. inhibition, % at 20 µM. recombinant A3A, FAM/TAMRA ssDNA deamination fluorescence. AID 493011, 2011. hit rate 0.41% among 330,000. DNA dC->dU-editing enzyme APOBEC-3A (Homo sapiens), P31941;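 active = at least 40% inhibition at 20 µM here, with at most 30% in a related deaminase screen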;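 note: plate controls were A3A with DMSO for no effect and wells lacking A3A enzyme for full effect; some results filed as inactive read as strong as hits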
Target sequence (P31941 whole entry, looked up): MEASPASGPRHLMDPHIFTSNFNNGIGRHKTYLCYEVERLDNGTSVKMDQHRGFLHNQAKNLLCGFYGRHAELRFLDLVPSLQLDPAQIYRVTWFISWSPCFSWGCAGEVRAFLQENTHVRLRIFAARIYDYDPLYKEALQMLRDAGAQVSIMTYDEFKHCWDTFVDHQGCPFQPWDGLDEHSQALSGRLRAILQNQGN
mIAP inh = inhibitors of mouse IAP, primary screen, biochemical, luminescence, uHTS; intestinal alkaline phosphatase [Mus musculus]; inhibition, % at 10 µM; hit rate 0.2% among 330,000; purified mouse IAP, CDP-Star luminescence, 30 min;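 active = inhibition of at least 40% at 10 µM in the primary screen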;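 note: plate controls were DMSO with enzyme for no effect and no enzyme wells for full effect; values of inactives mirror those of a sister screen read the other way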
A3G deaminase = APOBEC3G DNA deaminase inhibitors, primary screen, biochemical, fluorescence, single-stranded DNA substrate, uHTS | inhibition, % at 20 µM | hit rate 0.28% among 330,000 | recombinant A3G, ssDNA deamination FAM/TAMRA fluorescence;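 active = inhibition of at least 40% at 20 µM, with no more than 30% in the related APOBEC3A deaminase screen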;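 note: plate controls were DMSO wells with A3G for no effect and wells lacking A3G enzyme for full effect; some compounds called inactive have numbers as strong as hits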
Target sequence (Q9HC16 whole entry, looked up): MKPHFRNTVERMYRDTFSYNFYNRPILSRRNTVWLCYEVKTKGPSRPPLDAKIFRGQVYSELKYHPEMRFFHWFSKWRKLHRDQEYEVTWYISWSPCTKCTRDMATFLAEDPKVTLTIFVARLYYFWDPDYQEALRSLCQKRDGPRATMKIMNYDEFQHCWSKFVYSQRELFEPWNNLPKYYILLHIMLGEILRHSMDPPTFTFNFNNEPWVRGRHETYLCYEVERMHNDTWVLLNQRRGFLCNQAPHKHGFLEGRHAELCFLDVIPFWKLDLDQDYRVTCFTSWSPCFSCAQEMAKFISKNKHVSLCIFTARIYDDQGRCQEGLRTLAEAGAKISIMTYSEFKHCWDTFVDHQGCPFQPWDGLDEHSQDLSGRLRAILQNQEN
mIAP activ = activators of mouse IAP, primary screen, biochemical, luminescence, uHTS. muIAP, CDP-Star luminescence, 30 min; hits give high values; 1 = vehicle-only enzyme signal, 0 = enzyme-free wells. activation factor at 10 µM. intestinal alkaline phosphatase [Mus musculus]. hit rate 0.24% among 330,000;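 active = activation factor of at least 2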; note: the source names both 10 and 20 µM as test concentration; values of inactives mirror those of a sister screen read the other way
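Assay system: mouse IAP enzyme; Reagent: CDP-Star chemiluminescent phosphatase substrate; Compound: DMSO-dissolved test compounds; Incubation: 30 min, room temperature; Technique: luminescence from enzymatic CDP-Star hydrolysis; Controls: DMSO-only wells and no-enzyme negative control.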
NALP3 yeast inh = NALP3 inflammasome inhibitors in reconstituted yeast, primary screen, luminescence, uHTS | inhibition, % at 10 µM | Yeast reconstituted NLRP3/ASC/caspase-1, beta-gal luminescence, 24 h | AID 2825, 2010 | hit rate 0.39% among 330,000;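 active = inhibition of 50% or more; inactive = inhibition below 50%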;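 note: plate controls were induced DMSO wells for no effect and uninduced yeast grown without galactose for full effect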
beta cell repl = inducers of MIN6 beta-cell proliferation, primary screen, ATP luminescence, uHTS; hit rate 0.29% among 330,000; AID 2380, 2010; MIN6 cells proliferation, ATPlite luminescence, 48 h; cells starved in 0.2% serum; 100% = growth in 10% serum; proliferation, % at 10 µM;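 active = compounds whose signal lies at least 3.5 SD above the mean of all wells on their plate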;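 note: 0% = DMSO-treated cells in low-serum medium and 100% = 10% serum control; some compounds called inactive have numbers as strong as hits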
TIM10 inh = growth inhibitors of isogenic TIM10 control yeast, primary screen, counter-screen for tim10-1 yeast inhibitor project, luminescence, uHTS; S. cerevisiae TIM10 strain growth, BacTiter-Glo luminescence, 24 h; inhibition, % at 10 µM; hit rate 1.4% among 330,000; AID 463195, 2010;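 active = inhibition of 40% or more at the single tested concentration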;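 note: wild-type TIM10 isogenic control strain grown at permissive 25 °C; 0% = DMSO yeast wells and 100% = minimal medium wells without yeast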
tim10-1 inh = growth inhibitors of tim10-1 mutant yeast, primary screen, luminescence, uHTS. S. cerevisiae tim10-1 ts strain growth, BacTiter-Glo, 24 h. hit rate 2.2% among 330,000. inhibition, % at 20 µM;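 active = inhibition of at least 40%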;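 note: mutant grown at 25 °C; 0% = DMSO wells with yeast and 100% = wells holding no yeast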
Numbers without * were called inactive.

molecule	hIAP block	A3A deaminase	mIAP inh	A3G deaminase	mIAP activ	NALP3 yeast inh	beta cell repl	TIM10 inh	tim10-1 inh
CCOC(=O)C1(CCOc2ccccc2)CCN(Cc2ccc(C(=O)OC)cc2)CC1	9	-5	-5	-10	1	22	0	-23	-27
CN(C)CCOC(=O)CCc1ccccc1	-13	-3	-1	-1	1	14	-2	-6	-7
O=C(O)CCn1cc(/C=C2\NC(=S)N(c3ccccc3)C2=O)c(-c2ccc(Br)cc2)n1	10	3	9	-2	0.91	14	-4	10	-1
CC(C)n1c(SCC(=O)Nc2nncs2)nnc1C1CC1	9	-3	-1	-9	1	6	-3	-6	-14
c1ccc(C2CC(c3ccccc3)n3ncnc3N2)cc1 (stereo not drawn)	-46	-5	0	-6	1	3	-3	23	34
O=C(NCc1cccnc1)[C@@H]1CC=C[C@@H]2CCN(Cc3ccccc3)C(=O)[C@@H]21	8	3	-12	17	1.1	19	-3	3	0
COc1ccc2c(c1)cc(C)c1nnc(SCC(=O)N(C)c3nc(-c4ccccc4)cs3)n12	-2	4	-2	6	1	-4	-2	18	12
COc1cccc(-n2c(=O)c3sccc3n(CC(=O)NCC3CCCO3)c2=O)c1 (stereo not drawn)	-37	2	9	1	0.91	0	-2	8	0
C=CCn1c(CSc2nc3ccccc3s2)nnc1SCC(=O)NCc1cccnc1	2	-1	3	-3	0.97	5	-1	3	19
COc1ccc(C(CC(=O)O)c2ccc3c(c2)OCO3)cc1 (stereo not drawn)	3	-6	5	-9	0.95	9	-1	9	-17
CC(C)N(Cc1cn[nH]c1-c1ccc(-c2ccccc2)cc1)Cc1nccn1C	-50	-3	5	-7	0.95	5	-5	32	16
CCS(=O)(=O)N1CCC(c2nc(-c3ccc(C(F)(F)F)cc3)no2)CC1	-2	3	4	-4	0.96	-7	-3	21	18
CCOC(=O)C1=CC[C@H]2c3c(c4ccccc4n3C)C[C@H]1N2C	0	-1	5	-3	0.95	16	3	-6	7
CC1CCCCN1C(=O)C1CC(c2ccc(F)cc2)=NO1 (stereo not drawn)	11	-1	1	-3	0.99	17	0	-15	4
Clc1cccc(Cn2ncc3ccccc32)c1	0	2	-4	-2	1	28	0	12	18
O=C(c1c(F)c(F)c(F)c(F)c1F)N1CCc2ccccc21	-5	-6	-3	-5	1	11	-4	10	3
O=C(N/N=C\c1cc(Br)c(Br)o1)c1cncc(Br)c1	-6	0	14	-3	0.86	7	2	8	8
CCOC(=O)c1c(/N=C/C2C(=O)CC(C)(C)CC2=O)sc(C)c1C	1	-2	-3	-9	1	17	0	11	11
CC/C=C/C(=O)N1CC2(CC(c3cccc(NC(=O)CC(c4ccccc4)c4ccccc4)c3)=NO2)C[C@@H]1C(N)=O (stereo partly drawn)	5	2	-87	-9	1.9	16	-7	-5	8
Cn1nc(-c2ccccc2)c(COC(=O)c2cccc(Cl)c2)c1S(=O)(=O)c1ccccc1	-22	2	-5	-2	1	11	-3	-1	-9
Cn1cnnc1SCc1ccc(-c2ccc(Br)cc2)o1	3	-6	6	-4	0.94	9	-3	20	23
Cc1ccc2c(c1)-n1c(nc3cc(Cl)ccc3c1=O)C(Cc1ccccc1)NC2=O (stereo not drawn)	15	-3	1	-9	0.99	15	0	11	18
O=C(CCCCCN1C(=O)[C@@H]2Cc3ccccc3CN2C1=O)Nc1ccccc1Cl	-22	-1	1	-2	0.99	12	-1	7	25
CCc1c(C)c(C#N)c2nc3ccccc3n2c1NCCOC	-16	-3	-4	-3	1	-8	-7	6	34
COc1cc(SC)ccc1C(=O)NCC1CCCO1 (stereo not drawn)	18	0	0	-2	1	11	0	4	2
Cc1ccc2c(c1)nnn2C1CCN(CC(=O)Nc2ccc3c(c2)OCCO3)CC1	0	-5	0	-6	1	-3	-1	0	2
Cc1cc(C)c(C#N)c(SCc2ccc([N+](=O)[O-])cc2)n1	11	7	12	-9	0.88	3	0	-7	6
CCN1C(=O)/C(=C2\SC(N3CCCCC3)=NC2=O)c2ccccc21	7	5	5	-1	0.95	3	-2	28	16
OCC[C@H]1C[C@H](O)[C@@H](O)[C@@]2(OCCCc3ccccc32)O1	-3	0	0	-1	1	0	-4	0	-3
Cc1ccc(N=Cc2c(O)[nH]c3ccccc23)c([N+](=O)[O-])c1	10	13	4	20	0.96	7	-3	-9	24
CCOC(=O)CNC(=S)n1cnc(N)n1	-72	1	-1	-4	1	4	-1	-6	11
O=C(/C=C/Nc1ccc(Br)cc1F)c1ccco1	-13	1	2	0	0.98	42	-5	24	28
Cc1cccc(C)c1NC(=O)c1ccc(-n2cnnn2)cc1	2	2	2	-5	0.98	2	-3	16	10
COc1ccc(OC[C@@H](O)CNC(=O)c2cccc3c2C(=O)c2ccc(Cl)cc2S3(=O)=O)cc1	-4	-3	-8	-9	1.1	9	-7	4	2
COc1ccc(C2CC(c3ccc4ccccc4c3)=NN2C(=O)COC(=O)C2CCC(=O)N2)cc1 (stereo not drawn)	3	0	9	-5	0.91	-2	-2	5	14
COc1ccccc1NC(=O)C(=O)NCCC1CCCCN1S(=O)(=O)c1cccs1 (stereo not drawn)	-10	-1	-2	-2	1	12	-2	7	24
COc1c(C=O)cc2c3c1CCCN3CCC2	4	-5	0	-7	1	22	0	4	15
CC1CC1C(=O)OCC(=O)NC(=O)c1ccccc1 (stereo not drawn)	-1	2	-6	4	1.1	2	-1	-10	0
Cc1cc(Br)ccc1NC(=O)CNC(=O)COc1ccccc1C	6	0	4	-5	0.96	25	3	-8	-17
CCOC(=O)CNC(=O)C(Cc1ccccc1)NS(=O)(=O)c1cccs1 (stereo not drawn)	9	-5	4	-6	0.96	6	-4	-19	4
Clc1ccc(Sc2ccc(/C=N/n3cnnc3)o2)cc1	-22	-2	2	-6	0.98	11	-4	16	24
CC1(c2ccccc2)CC(C)(C)N2C(=O)C3(C(C#N)=C(N)Oc4cc(O)ccc43)c3cccc1c32 (stereo not drawn)	-4	-9	0	-7	1	0	-6	4	24
Cc1cccc(C(=O)OCC(=O)c2cccc(Br)c2)c1O	-6	6	3	31	0.97	14	2	9	6
On1c(-c2ccccc2)nc2ccccc21	-2	-10	-13	-5	1.1	-5	2	-21	-16
Cc1ccccc1NC(=O)Cn1c(=O)sc2ccccc21	-15	1	3	-4	0.97	2	-1	-26	8
COc1ccc(N(C(=O)CNS(=O)(=O)c2ccccc2)C(C(=O)NCc2ccco2)C(C)C)cc1 (stereo not drawn)	-14	-3	-7	-4	1.1	-4	2	6	15
Cc1ccc(F)cc1N=Cc1c(O)c2ccccc2oc1=O	-25	4	-5	-1	1.1	10	-3	-6	-4
Cc1cc(C)nc(N2C(=O)CC(C(C)c3ccccc3)C2=O)n1 (stereo not drawn)	5	-2	-6	-2	1.1	7	-3	-10	9
CN1C[C@@H]2C(c3ccccc3)C3(c4cccnc4)CC2(C3)[C@H]1c1ccccc1 (stereo partly drawn)	2	-1	-10	10	1.1	12	-5	14	26
CCCc1nnc(NC(=S)Nc2ccccc2)s1	-9	-6	7	-2	0.93	6	-4	-15	13

(more compounds)
molecule	hIAP block	A3A deaminase	mIAP inh	A3G deaminase	mIAP activ	NALP3 yeast inh	beta cell repl	TIM10 inh	tim10-1 inh
Cc1ccccc1-c1nnn(Cc2ccc(F)cc2Cl)n1	6	-4	-2	-7	1	23	-2	-2	4
CN(C(=O)c1ccc2c(c1)OCO2)C1(C)CCS(=O)(=O)C1 (stereo not drawn)	2	1	-6	15	1.1	21	-3	-5	10
O=C(Nc1nnc(COc2ccccc2)s1)Nc1ccccc1F	-16	1	9	3	0.91	6	-1	-12	-1
C=CCn1c(SCc2nc3cc(C(=O)OC)ccc3c(=O)[nH]2)nc2sc(CC)cc2c1=O	12	0	9	-5	0.91	4	2	8	19
CCOC(=O)CCC(=O)NCc1ccc2c(c1)cc(C)n2C	-6	3	5	-4	0.95	20	-1	2	18
Cc1cc(C)cc(N(C(=O)c2ccco2)C(C(=O)NC2CCCC2)c2ccncc2)c1 (stereo not drawn)	3	-3	-8	-9	1.1	0	0	6	27
COc1cc2cnc(-c3ccccc3)c(-c3ccc(C(F)(F)F)cc3)c2cc1OC	-6	4	-6	-5	1.1	-85	-7	-2	-5
Cc1ccc(-n2nc(C(=O)O)nc2-c2ccccc2)cc1	18	-6	-4	2	1	17	1	8	12
O=C(CCN1CCN(c2ccccc2)CC1)Nc1ccc(OCc2ccccc2)cc1	23	-4	-7	-3	1.1	11	-4	17	13
O=C1OCC/C1=C\c1ccccc1O	-20	1	-6	1	1.1	-1	-2	0	10
CCC(=O)c1ccc(OCC(O)CN(C)C2CCCCC2)cc1 (stereo not drawn)	9	-4	16	-8	0.83	2	-1	-2	-8
CCCn1c(=O)c(C(=O)Nc2ncccc2O)c(O)c2ccccc21	-5	-8	4	-8	0.95	23	-4	20	11
C[C@@]12C(=O)N(c3ccc(Cl)cc3)C(=O)N1[C@@H]1c3ccccc3OC[C@@H]1[C@H]2c1ccccc1	10	-3	2	-9	0.98	-12	-5	27	26
C=CCc1c(C)[nH]c2c(OC)cccc2c1=S	-2	-6	5	-5	0.95	25	2	8	22
Cc1ccc(Nc2nnc(SCC3CCCCO3)s2)cc1 (stereo not drawn)	-6	-7	-4	-8	1	7	-2	20	19
O=C(/C=C/c1ccco1)NC(=S)Nc1ccccc1	0	5	28	2	0.72	18	-4	5	21
N#CC1=C(N)Oc2cc(O)c(Cl)cc2C1c1cccnc1 (stereo not drawn)	22	-1	-4	-1	1	7	-2	4	-9
CCN(CC)C(=O)C1CCCN(Cc2nc(-c3cccs3)no2)C1 (stereo not drawn)	4	-1	-6	-6	1.1	-5	1	6	18
O=C(CCN1CCCCCC1)Nc1cccc(Cl)c1	16	3	-7	0	1.1	21	-1	-3	-10
O=Cc1cn(CCC(=O)O)nc1-c1cccc(Br)c1	-3	1	-2	-4	1	-10	-1	11	-7
CCOC(=O)N1CCC(N2Cc3cccc(C(=O)NC(C)c4ccc5c(c4)OCCO5)c3C2=O)CC1 (stereo not drawn)	2	-1	13	-8	0.87	2	-2	14	8
CCOCCn1ccc2c(OCC(=O)NCc3ccccc3)cccc2c1=O	0	-2	7	-6	0.93	19	0	2	-1

Only tim10-1 inh and mIAP activ, for two of the compounds above:
Compound	tim10-1 inh	mIAP activ
O=C(Nc1nnc(COc2ccccc2)s1)Nc1ccccc1F	-1	0.91
C=CCn1c(SCc2nc3cc(C(=O)OC)ccc3c(=O)[nH]2)nc2sc(CC)cc2c1=O	19	0.91

Hits appear at their usual frequency. About 4.6% of those tested had a hit in this group.
